Source: PubChem
14-3-3 PPI = modulators of human 14-3-3 gamma - Raf peptide interaction | P61981 | FP, 14-3-3gamma / TMR-pS259-Raf peptide binding | inhibition, % at 40 µM | 0.19% of 160,000 active; in the data active = inhibition above about 30%;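 note: 0% = protein plus tracer without compound and 100% = blank with tracer alone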
Target sequence (P61981 whole entry, looked up): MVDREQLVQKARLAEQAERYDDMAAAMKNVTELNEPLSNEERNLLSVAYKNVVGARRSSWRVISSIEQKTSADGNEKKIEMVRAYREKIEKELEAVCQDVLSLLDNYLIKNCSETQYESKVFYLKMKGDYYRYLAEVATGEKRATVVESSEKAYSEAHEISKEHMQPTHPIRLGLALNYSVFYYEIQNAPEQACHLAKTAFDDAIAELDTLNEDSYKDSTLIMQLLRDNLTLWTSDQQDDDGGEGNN
The depositor's hits bear a star; & = joins results of further samples.

SMILES	14-3-3 PPI
O=C1CCCC2=C1C(c1cccnc1)c1c(nc(SCc3ccccc3F)[nH]c1=O)N2 (stereo not drawn)	-8
CSc1nnc2c(n1)OC(c1ccco1)Nc1ccc(Br)cc1-2 (stereo not drawn)	-10
COc1ccc(C2NC(=S)NC(C)=C2C(=O)Nc2cc(C)cc(C)c2)c(OC)c1 (stereo not drawn)	-6
Cc1cccc(N2C(=O)C(Cl)=C(Nc3ccccc3O)C2=O)c1C	-22
CCOC(=O)c1ccc(NS(=O)(=O)c2ccc3c(c2)oc(=O)n3C)cc1	0
Cc1ccc(C2=NN(CC(=O)N3CCOCC3)C(=O)CC2)cc1	3
CCOc1ccc(-c2cc(C(=O)N3CCN(c4ccccc4)CC3)c3ccccc3n2)cc1	-7
Cc1c(NC(=O)C23CC4CC(CC(C)(C4)C2)C3)c(=O)n(-c2ccccc2)n1C	-1
COc1cc(NC(=O)CC(C)C)ccc1NC(=O)c1ccco1	-5
Cc1noc(C)c1COc1cccc(C(=O)N2CCN(C/C=C/c3ccccc3)CC2)c1	-4
CC(C(=O)Nc1cccnc1)N(c1ccccc1)S(C)(=O)=O (stereo not drawn)	0
CCOC(=O)C1=C(C)NC2=C(C(=O)CC(c3ccc(OC)c(OC)c3)C2)C1c1ccccc1C (stereo not drawn)	-12
CN1CCN(c2cnn(-c3ccccc3)c(=O)c2Cl)CC1	10
Cc1cc2ccccc2n2c(SCC(=O)N3CCN(C(=O)c4ccco4)CC3)nnc12	-2
O=C(Cn1cc(C(=O)c2cccs2)c2ccccc21)NCC1CCCO1 (stereo not drawn)	-3
COc1ccc(C2c3c(oc4ccc(Cl)cc4c3=O)C(=O)N2Cc2ccco2)cc1OC (stereo not drawn)	-7
Cc1ccc(Cc2c(C)nc3nc(SCC(=O)Nc4ccc(Br)cc4)nn3c2C)cc1	2
Cc1noc(C)c1CN1C(=O)NC2(CCCCCCC2)C1=O	-6
COc1ccc(-c2cc(-c3ccccc3)nc3sc(C#N)c(N)c23)cc1	-4
C=CCn1c(NCc2ccccc2)nc2ccccc21	-5
CCOC(=O)C1CCN(C(=O)Cn2cc(C(=O)C3CC3)c3ccccc32)CC1	-1
Cc1cc(O)c(Cl)cc1C(O)(C(F)(F)F)C(F)(F)F	-1
COc1ccc(C(C)=O)cc1CSc1nc(C)cc(=O)[nH]1	5
O=C(CSc1nccn1-c1ccc(Cl)cc1)NCc1ccc2c(c1)OCO2	-1
CC(C)(C)N=C(NS(=O)(=O)c1ccc(Br)cc1)c1ccccc1	3
CC1(C)Cc2c(C#N)c(N3CCN(C(=O)c4ccco4)CC3)nc(-c3ccco3)c2CS1	-10
CCN(CC)CCNC(=O)CN1C(=O)COc2ccccc21	5
COC(=O)c1cn(NC(=O)C2CCCO2)c(=O)c2ccccc12 (stereo not drawn)	-12
CCCCCSc1oc(-c2ccco2)nc1S(=O)(=O)c1ccc(Cl)cc1	-138
COc1nccnc1NS(=O)(=O)c1ccc(NC(=O)c2cccc(F)c2)cc1	1
Cc1cc(C)cc(NC(=O)C2CCCC2)c1	3
O=C(CCCSc1nc2ccccc2[nH]1)NCc1ccco1	-5
CSc1ccc(C2C(C#N)=C(N)Oc3c2ccc(=O)c2c(C)oc(C)c32)cc1 (stereo not drawn)	-56
Cc1ccc2c(c1)N(CC(=O)NCc1cccs1)C(=O)CO2	-13
CC1CCCCC1N1C(=O)C2C(C(=O)Nc3ccc(Br)cc3)C3C=CC2(O3)C1C(=O)NC1CCCCC1 (stereo not drawn)	7
COc1ccc(NC(=O)Cn2cnc3sc(C)c(S(=O)(=O)N4CC(C)CC(C)C4)c3c2=O)cc1OC (stereo not drawn)	-10
O=C(Nc1cc(C(F)(F)F)ccc1Cl)c1cc(S(=O)(=O)N2CCCCC2)ccc1F	0
CN1CCc2c(sc(NC(=O)c3ccc(S(=O)(=O)N4CCCC4)cc3)c2C(N)=O)C1	-46
O=C(NCCCN1CCCC1=O)C1CCN(S(=O)(=O)N2CCOCC2)CC1	6&3
Cc1ccc(-c2noc(CSc3nnnn3C3CCCCC3)n2)cc1	-4
CCOC(=O)c1ccc(N=Cc2nc3ccccc3n2C)cc1	-2
Cc1nc2sc(C(c3cccc(F)c3)N3CCC(C)CC3)c(O)n2n1 (stereo not drawn)	5
CCOC(=O)Cc1nnc(NC(=O)c2ccc(OC)cc2)s1	-2
Nc1cccc(C(=O)Nc2ccccc2Cl)c1	-6
CCN(CC)CCNC(=O)Cc1c(C(=O)O)n(C)c2ccccc12	-6
COc1cccc(C2C3=C(CC(C)(C)CC3=O)Nc3nc(C(F)(F)F)nn32)c1OC (stereo not drawn)	3
COc1ccc2nc(N3CCC(C(=O)NCc4ccccc4OC)CC3)sc2c1	-10
COC(=O)C1=NNC2(C)C(=O)N(c3ccccc3Cl)C(=O)C12 (stereo not drawn)	-5
O=C(COc1ccc(F)cc1)Nc1ccc(-n2cnnn2)cc1	-3
Cc1ccc(CSc2nc3[nH]ncc3c(=O)n2-c2ccc(C)cc2)cc1	-1
CCOc1ccc(C2C(N3C(=O)c4ccc([N+](=O)[O-])cc4C3=O)C(=O)N2c2ccc(Br)c(C)c2)cc1 (stereo not drawn)	-6
COC(=O)c1ccc(-c2csc(NC(=O)c3ccc(S(=O)(=O)N4CC5(C)CC4CC(C)(C)C5)cc3)n2)cc1 (stereo not drawn)	5
O=C1CC(c2cccc(F)c2)c2cc3c(cc2N1)OCCO3 (stereo not drawn)	2
Cc1cccc(NC(=O)C2CCCN(S(=O)(=O)c3cccc4nsnc34)C2)n1 (stereo not drawn)	-3&0
O=c1c2cc(N3CCOCC3)ccc2nc(SCc2ccccc2Cl)n1Cc1ccccc1	-6
COc1ccccc1CNC(=O)C1c2ccccc2C(=O)N(C)C1c1c[nH]c2ccccc12 (stereo not drawn)	-6
CC(=O)N(C)c1ccc(OCC(O)COc2ccc(N(C)C(C)=O)cc2)cc1	3
Cn1c(=O)c2cc(S(=O)(=O)NC(C(=O)Nc3cccnc3)c3ccccc3)ccc2n(C)c1=O (stereo not drawn)	-2
Cc1cc(C)n(-c2nn3c(=O)c4c(-c5ccccc5)csc4nc3c3ccccc23)n1	0
CCOc1ccccc1OCC(=O)Nc1nnc(C)s1	8

15 entries already listed, arranged by count of non-hydrogen atoms, smallest number first.
SMILES	14-3-3 PPI
Nc1cccc(C(=O)Nc2ccccc2Cl)c1	-6
CCOc1ccccc1OCC(=O)Nc1nnc(C)s1	8
CCOC(=O)Cc1nnc(NC(=O)c2ccc(OC)cc2)s1	-2
O=C(COc1ccc(F)cc1)Nc1ccc(-n2cnnn2)cc1	-3
CCN(CC)CCNC(=O)Cc1c(C(=O)O)n(C)c2ccccc12	-6
Cc1nc2sc(C(c3cccc(F)c3)N3CCC(C)CC3)c(O)n2n1 (stereo not drawn)	5
Cc1ccc(CSc2nc3[nH]ncc3c(=O)n2-c2ccc(C)cc2)cc1	-1
CC(=O)N(C)c1ccc(OCC(O)COc2ccc(N(C)C(C)=O)cc2)cc1	3
COc1ccc2nc(N3CCC(C(=O)NCc4ccccc4OC)CC3)sc2c1	-10
COc1cccc(C2C3=C(CC(C)(C)CC3=O)Nc3nc(C(F)(F)F)nn32)c1OC (stereo not drawn)	3
Cc1cc(C)n(-c2nn3c(=O)c4c(-c5ccccc5)csc4nc3c3ccccc23)n1	0
COc1ccccc1CNC(=O)C1c2ccccc2C(=O)N(C)C1c1c[nH]c2ccccc12 (stereo not drawn)	-6
Cn1c(=O)c2cc(S(=O)(=O)NC(C(=O)Nc3cccnc3)c3ccccc3)ccc2n(C)c1=O (stereo not drawn)	-2
CCOc1ccc(C2C(N3C(=O)c4ccc([N+](=O)[O-])cc4C3=O)C(=O)N2c2ccc(Br)c(C)c2)cc1 (stereo not drawn)	-6
COC(=O)c1ccc(-c2csc(NC(=O)c3ccc(S(=O)(=O)N4CC5(C)CC4CC(C)(C)C5)cc3)n2)cc1 (stereo not drawn)	5

Other structures follow.
SMILES	14-3-3 PPI
CC(C)(C)c1cnnn1-c1ccc(NC(=O)COc2ccccc2)cc1	-13
O=c1oc2ccccc2cc1-c1cn2ccccc2n1	-6
COc1ccccc1OCC(=O)Sc1ccc(C)cc1	4
CC(=O)Nc1ccc2nc(-c3cc(C)ccc3C)[nH]c2c1	-3
N#Cc1nc(COc2ccc(Cl)cc2)oc1N1CCCCC1	-3
CN(c1cccc(NC(=O)CCSc2ccccc2)c1)S(C)(=O)=O	1
O=C1CCc2cc(S(=O)(=O)N3CCN(c4cccc(C(F)(F)F)c4)CC3)ccc2N1	-11
CC(=O)N1N=C(c2ccccc2)OC12CCCCCC2	-5
CCOC(=O)N1CCC(NC(=O)C2CCN(S(=O)(=O)c3cccs3)CC2)CC1	0
COc1cc(C(=O)Nc2ccc(NC(=O)C34CC5CC(CC(C5)C3)C4)cc2)cc(OC)c1OC	-9
CCCN1CCOC(CC(=O)Nc2ccccc2)C1=O (stereo not drawn)	2
CCOc1ccccc1NC(=O)c1c(NC(=O)c2ccccc2)sc2c1CCC(C)C2 (stereo not drawn)	0
CC(=O)c1cc(F)c(N2CCCCC2)cc1C	-3
Cc1ccc(N(CC(=O)NCc2ccco2)C(=O)CCC(=O)Nc2ccccn2)cc1C	-12
CCn1c(=N)c(C(=O)NCC2CCCO2)cc2c(=O)n3cccc(C)c3nc21 (stereo not drawn)	-1
O=C1c2ccccc2C(=O)N1CC1=NCCc2ccccc21	16
CCC(C)C(Nc1ncnc2sc3c(c12)CCC3)C(=O)O (stereo not drawn)	-8
COc1ccc2nc3sc(C(=O)N4CCN(c5ccc(C)cc5)C(C)C4)cc3cc2c1 (stereo not drawn)	-7
CCc1ccccc1NC(=O)c1ccc(N2CCc3ccccc3C2)c([N+](=O)[O-])c1	-3
COc1ccc(-c2cc3ccc(OCc4nn[nH]n4)cc3oc2=O)cc1OC	-2
CC1CC(c2ccccc2)n2nc(N3C(=O)c4ccccc4C3=O)nc2N1 (stereo not drawn)	5
COC(=O)C(C)Sc1nc2c(c(=O)n(C)c(=O)n2C)n1Cc1cccc(C)c1 (stereo not drawn)	-6
O=C(CN1CCN(c2nc(-c3ccc(F)cc3)cs2)CC1)NCc1ccc2c(c1)OCO2	-10
O=C(Nc1ccccc1I)c1ccc(Cl)cc1[N+](=O)[O-]	-23
COC(=O)C1=C(C)N=C2SC(C)C(=O)N2C1c1cccc(Br)c1 (stereo not drawn)	-4
CCOC(=O)N1CCC(NC(=O)c2ccc3c(c2)sc2nc(-c4cccc(OC)c4)cn23)CC1	-8
CCCC1C2C(=O)N(c3ccccc3OC)C(=O)C2ON1c1ccccc1 (stereo not drawn)	-3
Cc1[nH]nc2c1C(c1ccc(-c3ccccc3C#N)o1)C(C#N)=C(N)O2 (stereo not drawn)	0
O=c1c2ccccc2nnn1CSc1nc2ccccc2c(=O)n1Cc1ccco1	-3
CCOCCn1c(CN2CCN(c3cccc(Cl)c3)CC2)nc2c1c(=O)n(C)c(=O)n2C	-1
CCOC(=O)C1CCN(c2ccc([N+](=O)[O-])s2)CC1	-7
O=C(NCc1ccc2c(c1)OCO2)c1ccc2nc3[nH]c4ccccc4c3nc2c1	-22
NC1=Nc2cc(C(=O)O)ccc2Sc2ccccc21	4
O=c1oc2cc(O)ccc2cc1-c1csc(-c2ccc(Br)cc2)n1	-28
O=C(CSc1nc2ccccc2o1)N1CCCC1	0
Cc1cccc(-c2nc(Nc3ccccc3F)c3ccccc3n2)c1	0
Cc1nc2c([nH]1)c(=O)oc1ccccc12	-17
CCOc1ccc(C(=O)Nc2cccc(-c3nc4cccnc4o3)c2)cc1Cl	-3&1
N#Cc1c2n(c3c(-c4ccccc4)ncnc13)CCC2	-4
COc1ccccc1Oc1coc2c(CN3CCN(C)CC3)c(O)ccc2c1=O	-3
CC(C)(C)C1CCc2onc(C(=O)Nc3cccc(O)c3)c2C1 (stereo not drawn)	-3
CSc1nnc(-c2ccc(NC(=O)CCc3ccccc3)cc2)n1C	-3
CCCNC(=O)Cn1cnc2sc(C(=O)Nc3ccccc3F)c(C)c2c1=O	-2
CC(CN1CCOCC1)(NS(=O)(=O)c1ccccc1)c1ccccc1 (stereo not drawn)	-1
Cc1ccc(C)c(Cn2c(=O)n(CCCC(=O)NCc3ccc(F)cc3)c(=O)c3ccccc32)c1	1
OC(C#CCN1CCOCC1)(c1ccccc1)C1CC1 (stereo not drawn)	2
COc1ccc(-c2c(C#N)c(N)nc3sc(C(=O)c4ccc(Cl)cc4)c(N)c23)cc1OC	-25
COCCOC(=O)C1=C(C)NC(=O)NC1c1cn(-c2ccccc2)nc1-c1ccc(Cl)cc1 (stereo not drawn)	-11
CCOc1ccc(NC(=O)CSc2nc3c([nH]c4ccccc43)c(=O)n2C)cc1	0
Cc1ccccc1CS(=O)(=O)Cc1ccc(C(=O)NCc2ccco2)o1	1&-3
CCC(C)Nc1nc2c(c(=O)n(C)c(=O)n2C)n1Cc1ccc(Cl)cc1 (stereo not drawn)	-6
O=C(NCc1ccccc1Cl)c1ccc2c(c1)N(Cc1ccccc1F)C(=O)CS2	-6
O=C(O)CCCNS(=O)(=O)c1ccc(F)cc1	-4
CN(C1CCCCC1)S(=O)(=O)c1cccc2cccnc12	-8
Cc1cc(-n2c(C)cc(C(=O)CN3C(=O)NC4(CCCC4)C3=O)c2C)no1	-8
Cc1c(NC(=O)COC(=O)c2cc3c4ccccc4n(C)c3s2)c(=O)n(-c2ccccc2)n1C	-6
CCCCc1nc2ccccc2c(=O)n1NC(=O)c1c(O)c2cccc3c2n(c1=O)CC3	-6
CCC(=O)N1CCc2cc(Br)cc(S(=O)(=O)NCC3CCCN3CC)c21 (stereo not drawn)	2
N#Cc1cc2c(nc1SCC(O)CNc1ccc(Cl)cc1)CCCC2 (stereo not drawn)	-4
CCN(CC)C(=O)CN(c1cccc(C)c1C)S(=O)(=O)c1ccccc1	-3
The results go on.
SMILES	14-3-3 PPI
CC(C)N(C(=O)CSc1nnc(NC(=O)C2CCC2)s1)C(C)C	3
CCOC(=O)c1c(NC(C)=O)sc2c1CCC(SC#N)C2=O (stereo not drawn)	-1
Oc1cccc2nonc12	-39
COc1ccc(-c2ccc(-c3nnc(-c4cc(OC)ccc4OC)o3)cc2)cc1	10
Cc1ccccc1-c1nc2cc(NC(=O)c3cccs3)ccc2o1	-20
COc1ccc(C2C=C(c3ccc(C)cc3)Nc3nc4ccccc4n32)cc1 (stereo not drawn)	-22

These rows are one share of the data; count on the stated rates, not on these rows.
